Mtb RmlCD inh – M. tuberculosis RmlC/RmlD coupled enzyme inhibitors, primary screen, biochemical, compound mixtures, 384-well, from 1536-well plates. hit rate 0.03% among 160,000. AID 1533, 2009. RmlC+RmlD coupled enzyme assay, percent inhibition; primary screen in compound mixtures. inhibition, % at 3.6 µM; in the data active = inhibition mostly above about 34%, no sharp cut-off; inconclusive = no clear call, values can overlap the other calls; inactive = mostly below about 22%; note: some results filed as inactive read as strong as hits
Target sequence (P9WH09 whole entry, looked up): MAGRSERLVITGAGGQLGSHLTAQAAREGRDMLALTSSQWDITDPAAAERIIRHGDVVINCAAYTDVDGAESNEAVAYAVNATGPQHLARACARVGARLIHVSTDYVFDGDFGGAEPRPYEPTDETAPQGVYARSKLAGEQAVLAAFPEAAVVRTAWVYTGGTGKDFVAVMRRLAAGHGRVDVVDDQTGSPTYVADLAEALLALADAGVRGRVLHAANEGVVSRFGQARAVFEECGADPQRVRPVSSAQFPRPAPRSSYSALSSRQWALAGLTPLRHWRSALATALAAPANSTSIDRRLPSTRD
Target sequence (P9WH11 whole entry, looked up): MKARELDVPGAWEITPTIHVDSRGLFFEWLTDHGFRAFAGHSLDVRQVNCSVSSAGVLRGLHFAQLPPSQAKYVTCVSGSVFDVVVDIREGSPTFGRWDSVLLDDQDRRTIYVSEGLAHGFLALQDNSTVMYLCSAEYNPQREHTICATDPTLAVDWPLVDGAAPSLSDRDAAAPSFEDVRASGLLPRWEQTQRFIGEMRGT
GlmU inhibition – inhibition of mycobacterial GlmU enzyme – biochemical, glucosamine-1-phosphate acetyltransferase (AID 1376). one-dose inhibition, %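 (tested at 30 µM in the primary screen)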; IC50 in µM for titrated hits. M. tuberculosis GlmU acetyltransferase enzyme assay; higher % means a stronger effect. hit rate 0.25% among 220,000; in the data active = inhibition above about 13%; inconclusive = no clear call, values can overlap the other calls;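 note: 0% = complete reaction with vehicle and 100% = reaction without substrate; strong numbers were not always called active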
The depositor's hits bear a star; ? = inconclusive; . = no result given; & = joins results of further samples. A portion of the library; count on the stated rates, not on these rows.

Screens in order: Mtb RmlCD inh	GlmU inhibition
- N/C(=N\O)c1ccccc1-n1cccc1
  4	5.2%
- O=C(CN1C(=O)CCSc2ccccc21)Nc1ccccc1
  -2	-5.0%
- CCCCNCCCOc1cccc(Cl)c1
  -9	-3.7%
- O=C(CSCSCC(=O)NCC1CCCO1)NCC1CCCO1 (stereo not drawn)
  13	5.9%
- O=C(C1CC(c2ccc(F)cc2)=NO1)N1CCCc2ccccc21 (stereo not drawn)
  .	10%
- CC(C)CC(NC(=O)C1CCC(C)CC1)C(=O)NCc1ccco1 (stereo not drawn)
  8	1.0%
- CC(=O)c1nnn(-c2ccc(Cl)cc2C#N)c1C
  -14	.
- COc1cc(Br)c(C(C)NC(=O)c2ccccc2)cc1OC (stereo not drawn)
  .	-5.2%
- O=C(NC1CCN(Cc2ccccc2)CC1)c1ccc(Cn2c(=S)[nH]c3ccc(N4CCOCC4)cc3c2=O)cc1
  9	-4.3%
- COCCn1c(-c2ccsc2)nc2c1c(=O)[nH]c(=O)n2CC(C)C
  .	2.5%
- Cc1nn(Cc2c(F)c(F)c(F)c(F)c2F)c(C)c1NC(=O)c1ccc(COc2cc(Cl)ccc2Cl)cc1
  7	3.1%
- CCCn1nc(NS(C)(=O)=O)c2cc3cccc(C)c3nc21
  9	-1.0%
- COc1ccc(-n2c(Cn3nnc4ccccc43)n[nH]c2=S)cc1
  .	-0.8%
- CC(=O)OCC1=C(C(=O)O)N2C(=O)[C@@H](NC(=O)Cc3cccs3)[C@H]2SC1
  .	5.4%&5.8%
- COc1cccc(C(CC(=O)NCCN2CCOCC2)NS(=O)(=O)c2ccc(C)cc2)c1OC (stereo not drawn)
  4	2.5%&-2.4%
- CC(C)NC(=O)NC(=O)COC(=O)c1ccccc1Oc1ccccc1
  .	2.6%
- CCN(CC)C(=O)Cn1cnc2sc(C(=O)N3CCN(c4ccc(F)cc4)CC3)c(C)c2c1=O
  9	-7.9%
- Cn1cc(C(=O)c2ccc(Cl)cc2Cl)cc1C(=O)O
  23	.
- COc1ccccc1CNC(=O)CCCn1c(=O)c2ccccc2n(CC(=O)NC2CCCC2)c1=O
  -7	-2.4%
- Cc1ccc(S(=O)(=O)Cc2csc(N)n2)cc1
  10	1.4%
- O=C(CN1CCOCC1)Nc1ccccc1
  12	6.8%
- O=C(CCCC(=O)OCC(Cl)=C(Cl)Cl)Nc1ccc(F)cc1
  7	-0.6%
- N#C[C@H]1[C@H](c2ccccc2)[C@](C#N)(C(=O)c2ccccc2)[C@@H]2C=Cc3ccccc3N21
  3	.
- Cc1ccc(NC(=S)C2=C(O)c3ccccc3N(C)S2(=O)=O)cc1
  .	-0.7%
- O=C(CNS(=O)(=O)N1CCOCC1)N/N=C/c1cccnc1
  5	5.4%
- O=C(NCC(=O)N(CC1CCCO1)C(C(=O)NC1CCCCC1)c1ccc(F)cc1)c1ccco1 (stereo not drawn)
  .	3.5%
- CCc1ccc(NS(=O)(=O)c2cc(OC)ccc2OC)cc1
  51	2.3%
- N#CCCn1cc(/C=N/NC(N)=S)c(-c2ccc(-c3ccccc3)cc2)n1
  15	5.8%
- COc1ccc(C(=O)NCCCCCC(=O)O)cc1OC
  13	0.1%
- Cc1ccc(C2C(C#N)=C(N)Oc3n[nH]c(-c4ccccc4)c32)o1 (stereo not drawn)
  18	-4.9%
- S=c1[nH]ncn1/N=C/c1ccccn1
  18	3.2%
- Cc1cccc(C)c1NC(=S)NCCCN1CCCC1=O
  -8	-0.5%
- CCOC(=O)c1[nH]c2c(c1C)C(=O)CC(c1ccc(F)cc1)C2 (stereo not drawn)
  .	-4.0%
- CCCNC(=O)c1ccccc1NC(=O)CSCc1ccc(OC)cc1
  .	2.3%
- Cc1ccc(/C=C/C(=O)OC(C)C(=O)Nc2ncc(Cl)cc2Cl)o1 (stereo not drawn)
  -2	4.2%
- CC(=O)c1ccc(N2CCN(C(=O)CCC(=O)c3cccs3)CC2)cc1
  2	-1.7%
- O=c1cc(-c2ccncc2)oc2ccccc12
  8	5.4%
- COc1ccc(Sc2nc(-c3ccccc3)ncc2OC)cc1
  18	-2.0%
- CC1=Nc2ccccc2N=C(N)C1c1ccccc1 (stereo not drawn)
  -4	-2.6%
- O=C1CCCN1CCCNS(=O)(=O)c1ccc(Br)cc1
  -13	-7.0%

Entries listed so far containing bromine (2):
Screens in order: Mtb RmlCD inh	GlmU inhibition
- COc1cc(Br)c(C(C)NC(=O)c2ccccc2)cc1OC (stereo not drawn)
  .	-5.2%
- O=C1CCCN1CCCNS(=O)(=O)c1ccc(Br)cc1
  -13	-7.0%

(continued)
Screens in order: Mtb RmlCD inh	GlmU inhibition
- Cn1c(=O)cc(OCC(=O)NCCCN2CCN(c3cccc(Cl)c3)CC2)c2ccccc21
  6	-1.4%&-9.4%
- COc1ccc(-c2csc(NC(=S)NC(=O)c3cccs3)n2)cc1OC
  -6	6.6%
- CCc1ccc(NC(=O)C2C3/C=C\CCCCC32)cc1 (stereo not drawn)
  -7	-4.8%
- OC1(c2cccnc2)CC2CCC(C1)N2Cc1nnnn1Cc1ccccc1 (stereo not drawn)
  -8	.
- CCOC(=O)c1c(NS(C)(=O)=O)sc2c1CCC(C)C2 (stereo not drawn)
  .	7.9%
- CCOc1ccc(NC(=O)C2C3c4ccccc4C(c4ccccc43)C2C(=O)O)cc1 (stereo not drawn)
  9	4.6%
- CCN(C1=NS(=O)(=O)c2ccccc21)N(CC)S(=O)(=O)c1ccc(C)cc1
  15	-0.1%
- O=C(N/N=C/C(Cl)=C/c1ccccc1)c1ccco1
  2	-4.0%
- CCCOC(=O)c1cccc(NC(=O)c2cccnc2)c1
  .	1.9%
- CCC(=O)N1CC(C)C(=O)Nc2ccccc21 (stereo not drawn)
  -6	1.0%
- CC(C)c1ccc(NC(=O)C(=O)c2cn(CC(=O)N3CCCCC3)c3ccccc23)cc1
  4	2.7%
- CC(C)(C)CC(C)(C)N1CNC(=S)NC1
  -3	-0.1%
- O=C(O)CN1CCc2ccccc2C1
  9	2.5%
- CCn1nc(CC(=O)Nc2nnc(CC(=O)N3CCCC3)s2)c2ccccc2c1=O
  .	2.1%
- COc1ccc(-n2c(SCC(=O)NCc3cccs3)nnc2-c2ccoc2C)cc1
  -9	.
- COc1ccc(S(=O)(=O)N2CCC(C(=O)NCCC3=CCCCC3)CC2)cc1C
  0	-3.1%
- COc1ccc(NC(=O)c2c3c(nc4ccccc24)CCN(Cc2ccccc2)C3)c(OC)c1
  5	-4.5%
- Cc1nonc1CN(C)C(=O)CC1C(=O)NCCN1Cc1cccc(C(F)(F)F)c1 (stereo not drawn)
  -5	-3.9%
- COc1ccc(C(=O)NC=C2C(=O)OC(C)(C)OC2=O)cc1
  .	-2.9%
- CCCCn1cnc2cc(C)c(C)cc21
  8	-6.9%
- CCOc1ccc(C2N(c3ccc(F)cc3)C(=O)C3CCCN32)cc1 (stereo not drawn)
  ?	2.4%
- CCN(CCn1cccn1)Cc1cn[nH]c1-c1cccc2ccccc12
  100	-2.1%
- Nc1n[nH]c2cc(=O)n(-c3ccc(Cl)cc3)nc12
  5	4.3%
- COc1ccc(C)cc1NC(=O)COC(=O)C1CCN(C(=O)c2ccc(Cl)cc2)CC1
  .	-5.1%
- Cc1cc(C)c(NC(=O)C2CC(=O)N(c3ccc4c(c3)OCCO4)C2)c(C)c1 (stereo not drawn)
  -5	-7.0%
- COc1cc(OC)cc(C(=O)NCC(=O)N2CCCCC2)c1
  .	4.7%
- CC(O)CNCc1cccc2ccccc12 (stereo not drawn)
  7	-7.0%
- N#CCC(=O)NC(=O)NCC1CC1
  .	-0.4%
- O=C(/C=C/c1ccco1)OCC1CCCN2CCCCC12 (stereo not drawn)
  7	2.4%
- O=C(c1ccc(F)cc1)N(C(=O)c1ccc(F)cc1)c1ncccn1
  7	-5.0%

Not a retest: entries from further up.
Screens in order: Mtb RmlCD inh	GlmU inhibition
- CCOc1ccc(C2N(c3ccc(F)cc3)C(=O)C3CCCN32)cc1 (stereo not drawn)
  ?	2.4%
- CCN(CCn1cccn1)Cc1cn[nH]c1-c1cccc2ccccc12
  100	-2.1%
- Nc1n[nH]c2cc(=O)n(-c3ccc(Cl)cc3)nc12
  5	4.3%

New compounds follow:
Screens in order: Mtb RmlCD inh	GlmU inhibition
- COc1ccc2c(c1)c1ncn(Cc3ccco3)c(=O)c1n2C
  20	0.0%
- Brc1ccc(/C=N/c2nc3ccccc3n2CCN2CCOCC2)cc1
  .	8.9%
- O=C(Nc1ccc(Cl)cc1)Nc1nnc(CSc2ccc(Cl)cc2)s1
  30	-0.3%
- Cc1onc(-c2ccccc2Cl)c1C(=O)N1C=CC(C(F)(F)Cl)=NCC1
  .	-1.1%
- Cc1ccccc1CSc1nc(-c2ccccc2)cc(=O)[nH]1
  5	-2.0%
- O=S(=O)(Nc1nc2ccccc2nc1Cl)c1ccccc1
  -5	-3.0%
- O=S(=O)(/N=C(/c1ccc(F)cc1)N1CCCCC1)c1ccc(Cl)cc1
  -4	-5.0%
- Cc1ccc(C(=O)NCCc2nnc3ccc(SCC(=O)Nc4ccccc4C)nn23)cc1
  0	-6.0%
- COc1ccccc1NC(=O)CC1C(=O)NCCN1C(=O)Nc1ccc(Cl)c(Cl)c1 (stereo not drawn)
  2	-0.4%
- O=C(NNC1=Nc2cccc3cccc1c23)c1ccc(Br)cc1
  -8	-0.3%
- CCCn1c(SCC(=O)NCc2ccco2)nnc1C(C)C
  .	-3.6%
- COc1cc(NC(=S)NCc2ccco2)cc(OC)c1
  2	4.1%
- CCCn1c(Cc2ccccc2)n[nH]c1=S
  0	4.1%
- COc1cc(C(=O)N(c2ccc(C)c(C)c2)C2C=CS(=O)(=O)C2)cc(OC)c1OC (stereo not drawn)
  -8	2.7%
- Cn1c(O)c(/C=N/c2ccccn2)c(=O)n(C)c1=O
  11	-7.1%
- Cc1cccc(Nc2nc(NCCO)nc(N3CCCC3)n2)c1
  .	3.3%
- COc1cccc(-c2cc(C(=O)N3CCCCCC3)no2)c1
  15	0.6%
- CSc1cccc(NC(=O)CN(c2ccc(C)cc2C)S(C)(=O)=O)c1
  .	0.0%
- Cc1ccc(/C=N/Nc2cn[nH]c(=O)n2)o1
  -8	6.8%
- Cc1nn2c(COc3ccc(NC(=O)c4ccccc4Cl)cc3)nnc2c2ccccc12
  0	-0.4%
- CC(C)N1CCN(Cc2ccc3c(c2)Cc2ccccc2-3)CC1CCO (stereo not drawn)
  9	5.9%
- Oc1ccccc1-c1cc(C(F)(F)F)nc(-c2ccccc2)n1
  10	-1.1%
- Cc1cc(C)c(C)c(OCCCCn2cnc3ccccc3c2=O)c1
  6	0.4%
- N#C/C(=C/c1ccc(CNS(=O)(=O)c2ccccc2)o1)C(N)=O
  -9	-0.4%
- Cc1ccc(O)c(NC(=O)C2CC(c3c(F)cccc3Cl)=NO2)c1 (stereo not drawn)
  -8	0.1%
- O=C(Nc1cccc2c1CCCC2)c1cc([N+](=O)[O-])ccc1Cl
  .	-4.5%
- O=C(N=Nc1c(O)[nH]c2ccccc12)c1cc(NS(=O)(=O)c2cccs2)cc(NS(=O)(=O)c2cccs2)c1
  -13	0.4%
- CN(C)S(=O)(=O)c1ccc2nnn(O)c2c1
  -9	9.2%
- CC(C)CCn1c(=O)c2ccccc2n2c(CN3C(=O)NC4(CCC(C)CC4)C3=O)nnc12 (stereo not drawn)
  .	-0.6%
- CC(=O)Nc1c(NC(=O)CC#N)[nH]c2c(c1=O)c(=O)n(C)c(=O)n2C
  -2	0.6%
- COc1cc(O)c(C(CCN2CCCC2)c2cc(OC)c(OC)c(OC)c2)c(OC)c1 (stereo not drawn)
  .	1.1%
- O=c1cc(-c2ccc(O)cc2)oc2c(C3OCC(O)C(O)C3O)c(O)c(C3OC(CO)C(O)C(O)C3O)c(O)c12 (stereo not drawn)
  .	-4.1%
- O=c1c2[nH]c3ccccc3c2ncn1CCCn1ccnc1
  -15	2.3%
- Cc1csc2nc(CSc3nc4ccccc4o3)cn12
  3	2.9%
- O=C(COc1ccc(Br)cc1)N1CCN(Cc2ccncc2)CC1
  5	-0.1%
- COc1ccc(NC(=O)NCc2ccccn2)cc1OC
  -3	3.5%
- CCCC(=O)Nc1cccc(-c2nc3cc(C)c(C)cc3o2)c1
  6	6.4%
- C(=N\N1CCN(C2c3ccccc3-c3ccccc32)CC1)/c1ccncc1
  8	-0.7%
- C/C(=N\NC(=O)c1ccc(-c2ccccc2)cc1)C1C(=O)c2ccccc2C1=O
  6	-2.5%
- CSc1nnc(C)c(=O)n1COC(=O)COc1ccc(Cl)cc1
  -8	1.8%
- Cn1c2ccc(Cl)cc2c2nc3ccccc3nc21
  76	-2.3%
- C=CCCC(=O)Nc1nc(C)c(-c2csc(Nc3ccccc3OC)n2)s1
  6	-0.8%

Reprinted at random: seven records from the list
Screens in order: Mtb RmlCD inh	GlmU inhibition
- C(=N\N1CCN(C2c3ccccc3-c3ccccc32)CC1)/c1ccncc1
  8	-0.7%
- CSc1nnc(C)c(=O)n1COC(=O)COc1ccc(Cl)cc1
  -8	1.8%
- Cn1c2ccc(Cl)cc2c2nc3ccccc3nc21
  76	-2.3%
- O=c1c2[nH]c3ccccc3c2ncn1CCCn1ccnc1
  -15	2.3%
- O=c1cc(-c2ccc(O)cc2)oc2c(C3OCC(O)C(O)C3O)c(O)c(C3OC(CO)C(O)C(O)C3O)c(O)c12 (stereo not drawn)
  .	-4.1%
- C/C(=N\NC(=O)c1ccc(-c2ccccc2)cc1)C1C(=O)c2ccccc2C1=O
  6	-2.5%
- O=C(COc1ccc(Br)cc1)N1CCN(Cc2ccncc2)CC1
  5	-0.1%

Assay outcomes from PubChem.
